# Screens (PubChem)
# SIRT5 inh: blocks human SIRT5 desuccinylation of peptide. hit rate 1.1% among 330,000. Q9NXA8. Purified SirT5, succinyl-peptide AMC, trypsin-coupled fluorescence. inhibition, % at 15 µM; in the data active = inhibition above about 15%
# C2C12 statin: suppressors of simvastatin-induced myotoxicity in C2C12 myotubes; ATP luminescence, 48 h; scaled: DMSO 0, geranylgeraniol control 100; rescue of ATP level, % at 7.49 µM; hit rate 0.78% among 330,000;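 active = mean ATP rescue above about 67%, or every replicate alone reaching that limit, limit read from the data, passing the limit was not always enough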;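 note: myotubes were challenged with 10 µM simvastatin during compound exposure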
# XiGFP reactiv: reactivates the inactive X chromosome in mouse fibroblasts; XiGFP mouse fibroblasts, % GFP-positive cells imaging, 3 d; cells co-treated with 5-aza-dC sensitizer; scaled so ellipticine positive control = 100%; activation, % at 7.58 µM; hit rate 0.055% among 360,000;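 active = mean normalized replicate activation at least 10% and every replicate at or above 10%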;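 note: 0% = median of on-plate neutral control wells and 100% = ellipticine 6 µM median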
#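 assay system = SV40-immortalized XiGFP fibroblast cells, line 68-5-11 | buffer or medium = DMEM plus 5-aza-dC sensitizer | doses = single-point pinned compound dosing | times = 3-day compound exposure, then 15 min fixation at room temperature | benchmarks = positive control ellipticine, 6 µM final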
# PGC1a acetyl inh: modulators of PGC1a acetylation. U2OS PGC1a acetylation, AlphaScreen anti-acetyl-lysine; with virally co-expressed GCN5 acetyltransferase. inhibition, % at 15.6 µM. hit rate 0.17% among 350,000;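 active = every replicate shows inhibition of at least 40%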;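 note: 0% = neutral control wells and 100% = positive control wells; some results beyond the cut were filed as inactive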
# ERAP1 HTS inh: ERAP1 (human) enzyme inhibition | Q9NZ08 | recombinant ERAP1, Leu-AMC fluorescence, 60 min | inhibition, % at 10.7 µM | hit rate 0.15% among 340,000;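 active = mean replicate inhibition of at least 30%, or all replicates individually reaching that 30% level; inactive = mean below 30% and not every replicate reaching it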;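 note: 0% = neutral control wells and 100% = L-leucinethiol positive control wells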
# Target sequence (Q9NZ08 whole entry, looked up): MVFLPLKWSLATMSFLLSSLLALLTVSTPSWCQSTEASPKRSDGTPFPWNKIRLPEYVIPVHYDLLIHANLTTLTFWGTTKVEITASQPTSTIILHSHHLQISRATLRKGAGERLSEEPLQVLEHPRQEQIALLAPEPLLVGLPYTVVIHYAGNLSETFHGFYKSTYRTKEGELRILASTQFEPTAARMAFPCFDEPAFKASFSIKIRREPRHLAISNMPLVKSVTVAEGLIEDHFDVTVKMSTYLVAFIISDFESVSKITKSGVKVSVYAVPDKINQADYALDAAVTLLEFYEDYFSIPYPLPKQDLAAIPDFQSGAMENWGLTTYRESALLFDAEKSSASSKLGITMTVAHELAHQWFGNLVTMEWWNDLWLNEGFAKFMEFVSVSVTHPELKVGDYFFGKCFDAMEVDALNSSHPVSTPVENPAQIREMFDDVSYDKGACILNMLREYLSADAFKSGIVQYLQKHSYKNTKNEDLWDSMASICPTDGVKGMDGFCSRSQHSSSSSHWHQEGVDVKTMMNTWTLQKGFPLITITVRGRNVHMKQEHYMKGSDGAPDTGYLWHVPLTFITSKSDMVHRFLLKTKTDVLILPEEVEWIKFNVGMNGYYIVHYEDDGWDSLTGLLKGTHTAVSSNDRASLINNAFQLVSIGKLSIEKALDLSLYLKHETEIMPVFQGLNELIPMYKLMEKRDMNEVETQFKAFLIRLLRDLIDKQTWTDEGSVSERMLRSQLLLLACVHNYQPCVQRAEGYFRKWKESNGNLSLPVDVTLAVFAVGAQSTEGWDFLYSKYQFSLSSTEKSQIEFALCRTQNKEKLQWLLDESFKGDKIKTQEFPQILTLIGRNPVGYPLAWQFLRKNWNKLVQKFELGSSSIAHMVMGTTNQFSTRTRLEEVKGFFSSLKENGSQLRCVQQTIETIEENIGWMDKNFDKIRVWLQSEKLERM
# Cneo AK release: causes C. neoformans cell lysis; hit rate 0.2% among 360,000; adenylate kinase release luminescence, 4 h; normalised: neutral wells 0, clomiphene wells 100; lysis activity, % at 15 µM;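 active = mean lysis activity across replicates of at least 80%, whatever share of replicates individually reach that level; inactive = mean lysis activity below 80%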
#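 Material: C. neoformans cells; Schedule: 4 h static compound exposure, 37 °C, read 1 h post-reagent; Measured by: adenylate kinase release luminescence; Read-out: signal increase indicating cell lysis; Controls: Clomiphene as positive lysis control.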
# LGR2 antag: blocks bursicon-induced cAMP signaling via Drosophila LGR2 | HEK293 LGR2, CRE-luciferase, bursicon-stimulated, 4 h | hit rate 0.35% among 380,000 | inhibition, % at 9.99 µM | AID 720647;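 active = drop in luminescence signal, shown as inhibition above about 50% in the replicate tests, limit read from the data, passing the limit was not always enough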;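 note: agonist challenge used bursicon conditioned medium at about half maximal strength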
# S100A4 MyoIIA: inhibitors of human S100A4 binding to myosin IIA peptide; S100A4/TAMRA-MyoIIA peptide fluorescence polarization; inhibition, % at 10.7 µM; P26447; hit rate 0.14% among 360,000; AID 652163;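 active = mean inhibition of at least 70% across replicates, with every replicate also reaching that level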
# Target sequence (P26447 whole entry, looked up): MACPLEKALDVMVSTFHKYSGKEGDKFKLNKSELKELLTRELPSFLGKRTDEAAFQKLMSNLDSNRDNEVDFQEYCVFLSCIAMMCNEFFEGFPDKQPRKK
#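 Material: S100A4 monomer (human). Medium: Calcium-containing HEPES buffer, pH 7.2. Probe or stimulus: labelled myosin peptide probe, 5 nM. Compound dosing: one concentration per compound. Timing: polarization read 5 min after assay mix addition, stable 5–60 min. Benchmarks: DMSO as neutral control, TFP as positive control.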
# Active calls of the source: *; . = not tested or not shown. Some of the compounds tested; count on the stated rates, not on these rows.
SMILES,SIRT5 inh,C2C12 statin,XiGFP reactiv,PGC1a acetyl inh,ERAP1 HTS inh,Cneo AK release,LGR2 antag,S100A4 MyoIIA
CCNC(=O)NCCNC(=O)c1cc(OCC(F)(F)F)ccc1OCC(F)(F)F,-4,9,0.0,-12,-4,-4,-35,-7
COc1cccc(N2CC(C(=O)Nc3nnc(SCC(=O)NCC4CCCO4)s3)CC2=O)c1 (configuration not stated),13,-2,0.0,.,1,1,6,-11
C#CCOCCOCCOCCNc1nc(N2CCOCC2)nc(N2CCN(C(=O)[C@H](CC(N)=O)n3cc(C(N)[C@@H](C)CC)nn3)CC2)n1 (some centres not stated),.,-8,0.0,3,-7,0,10,-1
COc1cc2[nH]c3c(c2cc1OC)CCN1CCCC[C@@H]31,-1,2,.,-4,2,0,2,-6
CC1CC(C)CN(C(=O)CCn2c(=O)oc3ccccc32)C1 (configuration not stated),-6,0,0.1,.,-6,0,-10,-7
CC(NC(=O)CCC(=O)Nc1ccccc1O)c1ccccc1 (configuration not stated),13,.,0.0,-8,.,-1,2,0
Cc1noc(C)c1NC(=O)Nc1ccc2c(c1)C(=O)N([C@@H](C)CO)C[C@@H](C)[C@@H](CN(C)C(=O)Nc1c(C)noc1C)OCCCC[C@@H](C)O2,-3,.,0.0,9,-3,1,9,-20
O=C(O)C1CCCN1C(=O)c1cccs1 (configuration not stated),-2,.,.,4,4,0,10,13
O=C(COC(=O)c1ccc(Br)cc1)NCc1ccc(F)cc1,2,-5,-0.1,1,0,1,11,0
COc1ccc2c3c([nH]c2c1)[C@H](CO)N(S(C)(=O)=O)CC31CN(C(=O)Nc2ccccc2)C1,-1,.,0.6,-4,-5,.,5,-7
Cc1nc(Cl)sc1C(=O)Nc1ccc(F)cc1,-6,1,-0.2,-20,-1,-2,-11,1
CCOCCCNC(=O)c1cn(CC)c2ccc(S(=O)(=O)N3CCCC3)cc2c1=O,1,-3,0.1,-2,4,1,5,-1
O=[N+]([O-])c1ccc(N2CCN(Cc3ccccc3)CC2)c2c1no[n+]2[O-],.,3,-0.1,16,2,-3,102*,44
COc1ccc(-c2ccccc2[C@@H]2[C@@H](C#N)N(C(=O)NC3CCCC3)[C@H]2CO)cc1,0,.,0.2,.,-1,.,6,2
CO[C@@H]1CN(C)C(=O)c2ccc(NC(C)=O)cc2OC[C@@H](C)N(CCc2ccccc2)C[C@@H]1C,.,.,0.2,5,2,.,-1,-18
CNC[C@H]1OCCCC[C@H](C)Oc2ccc(NS(=O)(=O)c3ccc(OC)cc3)cc2C(=O)N([C@@H](C)CO)C[C@H]1C,-2,0,0.0,0,-2,0,-20,-5
O=C(COc1ncnc2c1cnn2-c1ccccc1)Nc1ccc(S(=O)(=O)N2CCCCC2)cc1,.,.,0.5,16,.,0,30,.
Cc1nonc1-c1ccc2c(c1)OCO2,-1,-8,0.2,.,1,-1,-1,-10
CC(C)C#Cc1cnc2c(c1)C(=O)N([C@@H](C)CO)C[C@@H](C)[C@@H](CN(C)Cc1ccccc1F)O2,-1,-9,0.0,4,-1,-7,8,2
O=C(NCCC1CCCCN1S(=O)(=O)c1cccs1)C(=O)Nc1ccccc1F (configuration not stated),1,-2,0.0,.,-2,1,11,-6
COc1ccc(C(=O)Nc2cccc(-c3ccc(N4CCOCC4)nn3)c2)cc1,0,-10,0.2,-1,3,-10,-63,-3
COc1ccc(CNC(=O)c2nccnc2CO)cc1,1,0,0.2,4,-2,0,-7,0
OC(c1ccccc1)(c1ccccc1)C1CCN(CCCOc2ccc(-c3cccnc3)cc2)CC1,.,.,0.0,.,0,.,-7,3
CN(C[C@H]1[C@H](c2ccccc2)[C@@H](CO)N1C(=O)c1ccccc1)C(=O)C1CC1,0,9,0.1,1,1,1,-2,-7
Cc1cc(C)c(C#N)c(SCC(=O)Nc2ccccc2)n1,1,.,0.1,.,-6,.,-35,-4
COc1ccc(/C=C/C(=O)NC(=S)NN2CCCCC2c2cccnc2)cc1OC (configuration not stated),1,.,0.1,.,-1,.,-23,14
COCC#Cc1ccc2c(c1)O[C@@H](CN(C)S(C)(=O)=O)[C@@H](C)CN([C@@H](C)CO)S2(=O)=O,-2,-7,0.1,-1,0,1,4,-19
Cc1ccc(CNC(=O)c2cc3c(=O)n4ccccc4nc3n(Cc3ccco3)c2=N)cc1,-7,.,.,5,-12,-1,31,-1
CCC(C)(C)C1CCC(NC(=O)c2ccc(S(=O)(=O)N3CCOCC3)cc2)CC1 (configuration not stated),-4,-29,0.0,-1,6,-1,.,-3
CN(C)S(=O)(=O)c1cccc(NC(=O)COC(=O)c2ccc([N+](=O)[O-])o2)c1,.,5,-0.1,-2,.,.,6,.

# Brought forward from above: five entries, followed by the next part.
SMILES,SIRT5 inh,C2C12 statin,XiGFP reactiv,PGC1a acetyl inh,ERAP1 HTS inh,Cneo AK release,LGR2 antag,S100A4 MyoIIA
COc1ccc(/C=C/C(=O)NC(=S)NN2CCCCC2c2cccnc2)cc1OC (configuration not stated),1,.,0.1,.,-1,.,-23,14
COCC#Cc1ccc2c(c1)O[C@@H](CN(C)S(C)(=O)=O)[C@@H](C)CN([C@@H](C)CO)S2(=O)=O,-2,-7,0.1,-1,0,1,4,-19
Cc1ccc(CNC(=O)c2cc3c(=O)n4ccccc4nc3n(Cc3ccco3)c2=N)cc1,-7,.,.,5,-12,-1,31,-1
CCC(C)(C)C1CCC(NC(=O)c2ccc(S(=O)(=O)N3CCOCC3)cc2)CC1 (configuration not stated),-4,-29,0.0,-1,6,-1,.,-3
CN(C)S(=O)(=O)c1cccc(NC(=O)COC(=O)c2ccc([N+](=O)[O-])o2)c1,.,5,-0.1,-2,.,.,6,.
COc1ccc(CC(=O)NNS(=O)(=O)c2ccc(F)cc2)cc1,1,24,0.0,15,1,-1,-2,4
CNC[C@H]1OCCCC[C@H](C)Oc2ccc(NS(=O)(=O)c3cn(C)cn3)cc2C(=O)N([C@H](C)CO)C[C@@H]1C,.,.,0.1,18,.,-17,11,.
O=C1/C(=C\c2ccc(O)c(O)c2)SC(=S)N1Cc1ccccc1,-2,17,0.2,6,-1,-1,8,-5
Cc1cc(=O)oc2c(C)c(OCC(=O)Nc3cccnc3)ccc12,-2,-8,0.2,-8,-2,0,-14,-2
CCn1cc(/C=C/C(=O)c2ccc(O)cc2)c(C)n1,6,.,0.1,.,1,.,-5,6
COc1ccc(-n2nc(C(=O)NCC(=O)N3CCN(c4cccc(Cl)c4)CC3)c3ccccc3c2=O)c(OC)c1,-3,3,0.0,.,-4,-2,21,1
CCCNC(=O)C[C@@H]1CC[C@@H]2[C@H](COC[C@@H](O)CN2C(=O)c2ccccn2)O1,-1,-16,0.2,2,1,-5,-16,-7
COc1ccc(CCNC(=O)CC(C)(C)CC2=NS(=O)(=O)c3ccccc3N2)cc1OC,-1,-9,0.1,6,-1,-1,-17,-4
CC(=O)c1ccc(OCc2nnn(CC(=O)O)c2-c2ccccc2)cc1,-1,8,0.0,-3,-1,-2,-2,-2
CCC(C)NC(=O)C1CC(=O)N(CCc2ccc(F)cc2)C1 (configuration not stated),0,2,0.0,-7,-4,3,-8,-3
COc1ccc([C@H]2C=C3CN(C(=O)OC(C)(C)C)S(=O)(=O)[C@H]3C[C@H]2OC(=O)c2ccc(C(F)(F)F)cc2)cc1,.,18,0.0,.,.,7,-2,.
CCCN(CC(=O)Nc1ccccc1OC)C(=O)Cn1c(=O)oc2ccccc21,0,9,0.0,-7,2,-3,5,-9
Nc1c(-c2ccccc2)sc2ccc3ccccc3[n+]12,0,-15,0.0,-8,4,-3,-9,-2
COc1ccc(S(=O)(=O)Nc2cccc3c2O[C@@H](CN(C)S(=O)(=O)c2ccc(C)cc2)[C@H](C)CN([C@H](C)CO)C3=O)cc1,.,-66,0.4,-4,.,0,-9,.
CO[C@@H]1CN(C)C(=O)c2ccc(NC(=O)Cc3ccccc3)cc2OC[C@H](C)N(C(=O)c2ccccc2F)C[C@H]1C,1,-6,0.0,7,.,-2,7,-3
Nc1ccc(Br)cc1-c1nc2ccccc2[nH]c1=O,-2,.,0.2,6,12,.,-27,2
O=C(C[C@@H]1CC[C@H]2[C@@H](COC[C@H](O)CN2Cc2cc(F)ccc2F)O1)NCc1ccc(F)cc1,-4,17,0.2,-10,0,-2,-15,9
Cc1ccc(/C=C2/C(=N)N3N=C(CC(=O)N4CCCC4)SC3=NC2=O)o1,6,-1,0.0,7,6,1,2,-14
C[C@@H](O)C#Cc1cnc2c(c1)C(=O)N([C@@H](C)CO)C[C@H](C)[C@@H](CN(C)C(=O)CC1CC1)O2,0,2,0.6,-2,0,35,3,5
COC(=O)C[C@H]1C[C@@H]2c3cc(NC(=O)CN(C)C)ccc3O[C@@H]2[C@@H](CO)O1,3,-11,-0.1,2,-5,-6,.,-5
COCCN(CC(=O)Nc1cccc(C)c1C)C(=O)c1ccc2c(c1)OCO2,-4,.,-0.1,.,-2,.,4,2
CN1CCN(c2ccc(CNC(=O)C3Cc4c(-c5ccccc5Oc5ccccc5)ccnc4O3)cc2)CC1 (configuration not stated),.,-3,-0.2,.,3,0,0,-7
CO[C@@H]1CN(C)C(=O)c2ccc(NC(=O)C3CCOCC3)cc2OC[C@@H](C)NC[C@H]1C,-2,0,0.3,4,-1,-3,-8,8
Cc1ccc(-c2noc(CN(C)C(=O)c3ccc(Br)o3)n2)cc1,-1,-7,0.0,.,-6,2,-13,28
C=CCn1c(=NC(=O)c2ccco2)sc2cc(C(=O)OC)ccc21,-3,.,-0.2,.,-1,.,-48,5
COc1ccc2c3c([nH]c2c1)[C@@H](CO)N(C(=O)Nc1ccc(F)cc1)CC31CN(C(=O)c2ccccc2F)C1,1,.,0.2,-7,-1,.,-5,1
COc1cccc(Cn2c(C(C)n3c(C)nc4ccccc43)nc3ccccc32)c1 (configuration not stated),-3,.,0.0,.,.,.,-9,-5
CO[C@@H]1CN(C)C(=O)c2ccc(NS(C)(=O)=O)cc2OC[C@H](C)N(C(=O)c2ccc3c(c2)OCO3)C[C@H]1C,.,-1,-0.4,1,.,-3,-2,.
Oc1ccc(Nc2nc(N3CCCC3)c3ccccc3n2)cc1,-2,.,.,25,-27,0,76*,4
CC(C)(C)c1csc(NC(=O)CSC2=NCCS2)n1,-4,0,0.1,-3,1,-2,4,4
O=C1COc2ccc(S(=O)(=O)CCC(=O)NC3CCCCC3)cc2N1,-2,-2,0.1,-7,-6,5,-10,5
COc1ccccc1NC(=O)C(C)N1C(=O)C2CCCCC2C1=O (configuration not stated),-2,2,-0.9,.,-2,-3,-2,-1
O=C(O)c1cn(CCOc2ccccc2Cl)c2ccccc12,-5,.,0.3,2,-1,.,.,2
O=C(C[C@H]1C[C@H]2c3cc(NC(=O)Nc4ccc(C(F)(F)F)cc4)ccc3O[C@H]2[C@H](CO)O1)NCc1cc(F)ccc1F,1,5,0.1,4,2,26,0,4
COc1cccc(-c2cnc3c(c2)C(=O)N([C@H](C)CO)C[C@@H](C)[C@@H](CN(C)C(C)=O)O3)c1,1,4,-0.1,-6,-3,-4,3,11
Cc1cc(C)c(C(=O)c2ccccc2)c(C)c1,-17,2,0.0,-8,5,-1,11,0
CN(C)c1cc(N/N=C\c2ccccc2)nc(N(C)C)n1,-3,.,0.0,4,2,.,.,1
Cc1ccccc1S(=O)(=O)N1[C@H](C#N)[C@H](c2ccc(-c3ccccc3)cc2)[C@@H]1CO,4,-45,-0.2,0,0,-1,2,7
